Compound activity deposited in PubChem by National Center for Advancing Translational Sciences (NCATS).
RORgamma inh = blocks mouse ROR gamma transcriptional activity; P51450; Potency, µM (top dose mostly 53.6 µM), for the others: at the top dose activity change, negative = inhibition, usual class: inhibitors; hit rate 5.4% among 310,000; Drosophila S2 Gal4-RORgamma UAS-luciferase reporter, 20 h; also: potency is read from the fitted curve at half-maximal effect; % is scaled to controls: 0 for no effect and ±100 for the full control effect; nearly all actives have a fitted effect of over 60% in size
Target sequence (P51450 whole entry, looked up, the tested form may be a part): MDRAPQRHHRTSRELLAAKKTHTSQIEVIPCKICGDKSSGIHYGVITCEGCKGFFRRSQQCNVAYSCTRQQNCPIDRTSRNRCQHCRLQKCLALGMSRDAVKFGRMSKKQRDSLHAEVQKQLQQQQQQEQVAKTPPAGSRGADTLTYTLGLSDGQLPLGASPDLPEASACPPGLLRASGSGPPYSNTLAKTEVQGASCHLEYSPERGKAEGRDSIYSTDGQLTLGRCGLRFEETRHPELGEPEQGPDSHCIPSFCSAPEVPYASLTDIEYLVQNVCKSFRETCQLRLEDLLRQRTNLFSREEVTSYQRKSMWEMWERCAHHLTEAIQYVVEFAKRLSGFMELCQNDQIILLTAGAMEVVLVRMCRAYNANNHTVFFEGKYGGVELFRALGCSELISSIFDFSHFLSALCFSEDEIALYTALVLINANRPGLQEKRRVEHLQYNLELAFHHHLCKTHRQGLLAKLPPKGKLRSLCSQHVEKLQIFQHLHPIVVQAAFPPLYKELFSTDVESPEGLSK
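Luciferase reporter read in Schneider cells carrying Gal4-RORγ (mouse) and UAS-Photinus luciferase; cells given compound 1 h before 700 uM copper sulfate induction, then incubated 20 h at ambient temperature.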
ELG1 genotox = inducers of genotoxicity in HEK293T ELG1-luciferase cells. HEK293T ELG1-luciferase reporter, luminescence, 16 h. Potency, µM (titrated, usually from 46 µM), inactives show at the highest dose activity change, positive = activation, hits mostly activators. hit rate 1.3% among 330,000. AID 504466; also: potency is read from the fitted curve at half-maximal effect; % of control where 0% means no effect; nearly all actives have a fitted effect of over 60% in size
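HEK293T cells expressing luciferase-tagged ELG1 were exposed to compound or DMSO vehicle for 16 hr at 37 °C and 5% CO2. Luciferase activity was then measured with ONE-Glo after 30 min at room temperature.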
VP16 counter = inhibits Gal4-VP16 luciferase reporter, ROR gamma counter-screen; Drosophila S2 Gal4-VP16 UAS-luciferase, luminescence, 20 h; Potency, µM (highest dose often 53.6 µM), for the others: at the top dose activity, negative = inhibition, hits mostly inhibitors; hit rate 3.5% among 310,000;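 also: Gal4-VP16 expression switched on by copper sulfate through the metallothionein promoter; potency is read from the fitted curve at half-maximal effect; % is scaled to controls: 0 for no effect and ±100 for the full control effect; nearly all actives have a fitted effect of over 50% in size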
Tb PFK inh = blocks T. brucei phosphofructokinase; O15648; T. brucei PFK, ADP-Glo luminescence; Potency, µM (titrated, usually from 57.5 µM), for inactives: at the top dose activity, negative = inhibition, actives largely listed as inhibitors; hit rate 0.17% among 330,000; AID 485367;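 also: potency is read from the fitted curve at half-maximal effect; 0% = uninhibited 1x PFK enzyme wells and -100% = no-enzyme wells; nearly all actives have a fitted effect of over 60% in size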
Target sequence (O15648 whole entry, looked up): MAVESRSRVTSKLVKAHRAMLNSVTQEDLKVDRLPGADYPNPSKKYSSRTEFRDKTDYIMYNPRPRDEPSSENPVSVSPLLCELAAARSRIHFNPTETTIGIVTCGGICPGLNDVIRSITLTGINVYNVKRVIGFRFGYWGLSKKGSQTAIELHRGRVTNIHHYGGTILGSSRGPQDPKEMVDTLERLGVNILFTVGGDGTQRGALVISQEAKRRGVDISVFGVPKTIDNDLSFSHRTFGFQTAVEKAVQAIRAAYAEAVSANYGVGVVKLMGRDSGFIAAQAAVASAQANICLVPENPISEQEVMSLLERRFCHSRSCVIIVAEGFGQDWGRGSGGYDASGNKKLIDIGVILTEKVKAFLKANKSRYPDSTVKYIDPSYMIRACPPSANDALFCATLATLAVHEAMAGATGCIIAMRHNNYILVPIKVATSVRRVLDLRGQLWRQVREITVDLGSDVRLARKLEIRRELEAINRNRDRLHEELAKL
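ADP-Glo luminescence quantified ADP after 45 min at room temperature, with 1.25 nM T. brucei PFK, 0.1 mM ATP and 0.5 mM fructose-6-phosphate in pH 8.0 TEA buffer. qHTS titrations up to 57 µM; curves classified by quality.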
BRCA1 expr act = BRCA1 expression activation | hit rate 1.1% among 380,000 | Potency, µM (series often up to 46.1 µM), inactives show top-dose activation, most hits filed as activators | MCF7-BRCA1-FFLuc reporter, luminescence, 48 h; response scale: scaled: vehicle 0%, 10 µM genistein 100% | AID 624202; also: potency is read from the fitted curve at half-maximal effect; nearly all actives have a fitted effect of over 80% in size; some results filed as inactive show a strong effect at the top dose
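Reporter cells (MCF7, BRCA1 promoter-firefly luciferase) received library compounds across a concentration series for 48 h. End-point luminescence was measured and concentration-effect curves derived after normalization.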
ELG1 DNA repair = inhibitors of ELG1-dependent DNA repair in HEK293T cells | Potency, µM (highest dose often 46.1 µM), for the others: at the highest dose activity change, negative = inhibition, usual class: inhibitors | AID 504467 | hit rate 2.3% among 330,000 | HEK293T ELG1-luciferase reporter, luminescence, 16 h; DNA damage induced by 5-fluorouridine; also: potency is read from the fitted curve at half-maximal effect; % is scaled to controls: 0 for no effect and ±100 for the full control effect; nearly all actives have a fitted effect of over 55% in size
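DMSO vehicle served as the neutral condition. Each well held 2,000 cells given 5-fluorouridine plus compound; after 16 hr at 37 °C/5% CO2, ONE-Glo was added and luciferase measured 30 min later.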
Rab9 prom act = Rab9 promoter activation | Huh7 Rab9 promoter-luciferase reporter, luminescence, 24 h | Potency, µM (doses to about 9.22 µM), for the others: at the top dose activation, negative = inhibition, most hits filed as activators | hit rate 2.8% among 320,000; also: potency is read from the fitted curve at half-maximal effect; % of control where 0% means no effect; nearly all actives have a fitted effect of over 60% in size
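Quantitative HTS format; Huh7 Rab9-luciferase reporter cells (1500/well) receive compound 2 h post-plating, incubate 24 h at 37 °C, then get luciferase reagent for 10 min before luminescence reading.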
p53 reactivation = restores transcriptional activity of mutant p53 | H1299 p53-A138V BP100-luciferase reporter, luminescence, 24 h | Potency, µM (doses to about 92.2 µM), without a hit: at the highest dose activity change, positive = activation, hits mostly activators | hit rate 0.063% among 320,000; also: potency is read from the fitted curve at half-maximal effect; % of control where 0% means no effect; nearly all actives have a fitted effect of over 45% in size
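H1299 (p53-null), stable ts p53-A138V + BP100-Luc; 1000 cells/well, Opti-MEM/10% FBS; cpd 4 pt, 1:5; 24 h, 37 deg C, 5% CO2; detection reagent 10 min RT; luminescence.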
FLuc counter = inhibits or activates purified firefly luciferase, miR-21 counter-screen; purified FLuc, Km substrates, luminescence inhibition; P08659; Potency, µM (highest dose often 57.5 µM), for the others: at the highest dose activity change, negative = inhibition, usual class: inhibitors; hit rate 6.9% among 360,000; AID 588342;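 also: potency is read from the fitted curve at half-maximal effect; plate controls were vehicle for no effect and reference inhibitor for full effect; nearly all actives have a fitted effect of over 55% in size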
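Purified P. pyralis luciferase (10nM final) with 10uM D-luciferin and 10uM ATP (Km levels) in 50mM Tris acetate pH 7.5, 10mM Mg acetate, 0.01% Tween-20, 0.05% BSA; qHTS 6-point titration, ~60 µM downward; luminescence read.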
TRPV1 agonist = human TRPV1 agonism | Q8NER1 | TRPV1-expressing cells, Fluo-8 calcium influx, agonist mode | activation, % at 8.33 µM | hit rate 0.19% among 320,000; in the data active = activation above about 80%; inconclusive = between about 30% and that limit; also: 0% is about no effect
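TRPV1-expressing cells were cultured overnight at 35.5C and loaded with Fluo-8 calcium dye for 40 to 90 min at room temperature. After a 10 s baseline, compound was added and calcium influx was read kinetically for 3 min (ex 480/em 520 nm).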
NPC1 prom act = NPC1 promoter activation | Huh7 NPC1 promoter luciferase reporter, 24 h | Potency, µM (titrated, usually from 9.22 µM), without a hit: at the highest dose activation, actives largely listed as activators | hit rate 2.4% among 320,000;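 also: potency is read from the fitted curve at half-maximal effect; % of control where 0% means no effect; nearly all actives have a fitted effect of over 60% in size; reporter is driven by a mutant NPC1 promoter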
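Huh7 cells stably carrying NPC1 promoter–luciferase, plated in Opti-MEM with 10% FBS for 2 h, were exposed to compound in DMSO for 24 h at 37 °C; luciferase reagent was added for 10 min and luminescence read.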
* hit, by the source's call; ? = inconclusive; nt = not tested or not shown; [ ] = another dose, or the depositor's remark. Unless noted, calls follow the shape of the dose curve; as a rule, active = well fitted curve in the direction sought with a large enough effect; inconclusive = small, poorly fitted or top-dose-only effect, or another doubt; inactive = no such curve, though single readings can be large; an effect the other way counts as inactive or inconclusive.

SMILES | RORgamma inh | ELG1 genotox | VP16 counter | Tb PFK inh | BRCA1 expr act | ELG1 DNA repair | Rab9 prom act | p53 reactivation | FLuc counter | TRPV1 agonist | NPC1 prom act
CC(C)c1ccc(/C=N/n2c(COc3ccccc3)n[nH]c2=S)cc1 | ? | -0.2% | 10µM* | -14.1% | -43.1% | 2.6% | 0.2% | 1.7% | -6.7% | ? | -1.1%
COc1cccc(-c2nnc(NC(=O)c3ccc(S(=O)(=O)N4CCOCC4)cc3)o2)c1 | 0.501µM* | -10.0% | 0.891µM* | -1.5% | -63.9% | ? | -17.4% | -0.1% | 0.2% | -1.2 | -8.8%
CCOC(=O)C1=C(c2ccccc2)Nc2nc(C)nn2C1c1cccc(OC)c1OC (centres undefined) | 13.5% | 3.2% | 12.6% | 2.3% | -27.5% | -1.8% | -2.7% | -13.2% | -0.2% | 1.7 | -3.3%
Cc1ccccc1NC(=O)C1CCCN1S(=O)(=O)c1ccc2c(c1)n(C)c(=O)c(=O)n2C (centres undefined) | 14.1% | 1.1% | -4.8% | -4.3% | 3.1% | -16.0% | -3.0% | -4.0% | 3.1% | 0.5 | -1.9%
O=C(N/N=C/C=C/c1ccco1)c1cccc([N+](=O)[O-])c1 | 5.01µM* | 0.4% | 10µM* | -3.7% | -28.1% | -3.5% | -1.1% | -2.3% | 1.0% | 14.0 | 0.9%
Cc1cccc(NC(=S)NCCCN2CCOCC2)c1 | -13.0% | 0.3% | -1.7% | 0.6% | -11.1% | -2.9% | 1.5% | 0.0% | 2.9% | -4.8 | 0.5%
CCNc1nnc(CCn2nc(C)c(Br)c2C)s1 | 10.4% | 5.8% | 2.4% | -8.7% | 0.0% | ? | -8.4% | -0.1% | -0.8% | 6.7 | -3.6%
O=C(COc1ccc(-n2cnnn2)cc1)Nc1cccc(Cl)c1Cl | -3.2% | 8.8% | -4.2% | -19.3% | 16.4% | -0.1% | -3.0% | 3.8% | 0.9% | 1.4 | -4.3%
CCOC(=O)N1CCN(S(=O)(=O)c2cc(-c3nn4c(C)nnc4c4ccccc34)ccc2C)CC1 | 8.1% | 1.9% | 6.0% | 0.3% | -50.7% | 12.1% | -5.5% | -3.1% | 3.6% | ? | -1.1%
CN(C)C(=O)CCC(=O)N1CCCC(N2CCN(c3cccc(C(F)(F)F)c3)CC2)C1 (centres undefined) | -28.4% | -2.1% | 0.4% | -0.6% | -38.2% | -6.2% | 4.0% | nt | 3.2% | -1.3 | -1.3%
Cc1ccc(C(=O)O/N=C(\N)Cc2cccc3ccccc23)cc1 | -26.0% | -9.8% | ? | 1.5% | -27.1% | 16.6% | 8.5% | 17.0% | -8.4% | 5.4 | 0.2%
CCOC(=O)CNC(=O)c1cc(-c2ccccn2)nc2c(C)c(Cl)ccc12 | 1.2% | 2.3% | -22.2% | 0.2% | -40.3% | -4.2% | 0.5% | -2.6% | -0.2% | 20.7 | 0.5%
CCOc1ccc(NC(=O)Nc2ccc3nsnc3c2)cc1 | ? | -2.7% | -7.1% | 4.9% | ? | ? | 29.8% | 19.2% | ? | 8.5 | 12.8%
O=C1/C(=C/c2ccco2)N=C(N2CCCCC2)N1c1ccccc1 | -16.6% | -4.5% | 0.5% | -0.8% | -5.8% | -18.5% | -3.3% | 1.2% | 0.3% | 14.2 | -1.5%
CO/N=C/c1c(C(=O)OC)nn(-c2ccccc2)c1Cl | -0.3% | -1.3% | 0.3% | 2.4% | -3.2% | 5.7% | 1.5% | -2.6% | 4.9% | -1.4 | -3.1%
O=C(Nc1ccsc1C(=O)NC1CC1)c1ccccc1 | -2.9% | -0.3% | -3.5% | 0.1% | -24.6% | 3.8% | 0.9% | 0.6% | -1.9% | 27.5 | -0.7%
CCN(CC(=O)NCc1ccc(Cl)cc1)C(=O)C1CCN(S(=O)(=O)c2ccc(OC)c(OC)c2)CC1 | nt | 2.0% | nt | 0.7% | 1.3% | 2.0% | -10.6% | 1.7% | 2.0% | 3.7 | -0.3%
O=C(CN(Cc1ccc(F)cc1)C(=O)CNS(=O)(=O)c1ccccc1)NCc1ccco1 | 14.5% | 4.6% | -12.7% | -3.3% | -3.3% | -0.7% | -3.6% | 0.3% | 2.7% | -2.2 | -3.2%
COc1cc(/C=N/NC(N)=O)ccc1OCC(=O)Nc1cc(C)c(C)cc1Br | 1.1% | ? | -0.1% | -2.2% | -10.7% | ? | -9.4% | -0.4% | -14.7% | -2.2 | 1.1%
CC(=O)Nc1c(C(=O)N2CCOCC2)cnn1-c1ccc(C)c(C)c1 | -8.8% | -4.0% | -2.4% | 5.6% | -2.2% | 0.6% | 3.6% | -3.5% | 5.3% | 0.8 | -1.8%
C=CCOc1c(Br)cc(/C=C(\C#N)C(N)=O)cc1OC | 17.4% | 0.3% | -18.6% | -5.2% | -18.3% | -2.6% | 5.6% | -2.5% | 1.3% | -0.7 | -2.0%
O=C(Nc1cccc(C(=O)O)c1)Nc1ccccc1Cl | -31.6% | -10.0% | -9.6% | -2.8% | -67.9%[inhibitor] | ? | 0.1µM* | -10.6% | 0.213µM* | 0.5 | 0.501µM*
NS(=O)(=O)c1ccc(CCNC(=O)C2CCCO2)cc1 (centres undefined) | 6.2% | 0.7% | -7.6% | 2.5% | -26.6% | -5.6% | -1.1% | 5.0% | -0.5% | -1.3 | -0.1%
CCn1c(CCNC(=O)c2ccc(Cl)cc2)nnc1SCC(=O)NC1CCCC1 | 3.2% | -0.3% | 0.3% | 0.1% | 5.1% | 2.2% | -10.1% | -0.1% | -1.4% | -8.9 | 2.6%
CC1CCCCC1NC(=O)COC(=O)c1cc(=O)[nH]c2ccccc12 (centres undefined) | nt | -0.3% | nt | 3.6% | 12.8% | -20.7% | nt | 10.0% | nt | nt | nt

The final two records of the section before come first, to join the parts:
SMILES | RORgamma inh | ELG1 genotox | VP16 counter | Tb PFK inh | BRCA1 expr act | ELG1 DNA repair | Rab9 prom act | p53 reactivation | FLuc counter | TRPV1 agonist | NPC1 prom act
CCn1c(CCNC(=O)c2ccc(Cl)cc2)nnc1SCC(=O)NC1CCCC1 | 3.2% | -0.3% | 0.3% | 0.1% | 5.1% | 2.2% | -10.1% | -0.1% | -1.4% | -8.9 | 2.6%
CC1CCCCC1NC(=O)COC(=O)c1cc(=O)[nH]c2ccccc12 (centres undefined) | nt | -0.3% | nt | 3.6% | 12.8% | -20.7% | nt | 10.0% | nt | nt | nt
NC(=O)c1c(C(F)(F)F)cc(-c2ccccc2)nc1NCCO | 24.9% | -5.2% | -3.5% | 0.3% | 4.1% | ? | -6.4% | -6.1% | -2.8% | 4.0 | -1.2%
O=C(NC1(C(F)(F)F)NC(=O)N(c2ccc(F)cc2)C1=O)c1cccs1 (centres undefined) | 12.0% | -1.7% | ? | -1.6% | 6.6% | 6.0% | -5.0% | 1.9% | 0.2% | 5.3 | -3.5%
O=C1CCCc2c1cc(C(=O)NCc1ccco1)c(=O)n2-c1ccc(Cl)cc1 | -0.1%[0.365 µM] | -5.0% | nt | -11.1% | 3.3% | -0.4% | -1.9% | 1.3% | 0.1% | 1.0 | -5.1%
CCc1c(C)c2ccc(OCC(=O)OC)cc2oc1=O | ? | -1.3% | 0.8% | -3.0% | -15.6% | 0.0% | -5.4% | 0.6% | ? | -2.2 | 1.1%
Cn1c(CNC(=O)CNC(=O)c2cccc(Cl)c2)cc(=O)n(C)c1=O | -1.3% | 2.2% | 0.9% | -3.7% | -11.8% | 24.8% | 12.3% | -2.9% | 4.0% | 6.0 | -1.5%
Cc1nn(C)c(C)c1Sc1ccccc1N | -0.6% | -3.7% | -3.9% | 6.8% | -19.3% | -5.7% | 6.8% | 5.5% | 4.6% | -1.9 | -5.6%
Nc1nonc1C(=O)NCCN=Cc1ccccc1O | -13.8% | 0.2% | -2.8% | 0.2% | 6.1% | 16.2% | -3.0% | -0.8% | 1.8% | 0.8 | -3.5%
O=C(/C=C/c1ccc([N+](=O)[O-])cc1)NC1CC2CCC1C2 (centres undefined) | ? | 9.5% | 20.6% | 5.1% | 0.0% | 11.1% | 13.2% | 4.5% | ? | 28.9 | -0.6%
Cc1cc(Br)ccc1OCC(=O)NNC(=O)Cc1ccccc1 | 0.4% | 4.4% | 1.0% | -1.7% | 4.0% | -25.3% | 0.4% | 0.1% | 1.0% | 16.5 | -2.3%
